Rin1-Abl PPI inh – inhibitors of human Rin1-Abl protein interaction | TR-FRET Rin1/Abl binding, biochemical | inhibition, % at 7.35 µM | 360,000 compounds, 0.4% hits | AID 588664; in the data active means inhibition above about 5%, passing the limit was not always enough
SKN-1 inh – inhibitors of C. elegans SKN-1. C. elegans VP596 Pgst-4::GFP/RFP ratio, acrylamide-induced, 24 h. inhibition, % at 21.8 µM. 360,000 compounds, 0.49% hits. AID 624304;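 active means interference check ratio from 0.5 to 1.5 plus GFP to RFP signal ratio inhibition reaching or exceeding a fixed threshold, cut at about 30% in these data, passing the limit was not always enough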; further: some compounds called inactive have numbers as strong as hits
PABP1 MLLE inh – blocks PAM2 peptide binding to the PABP1 MLLE domain; 360,000 compounds, 0.36% hits; GST-MLLE / FITC-PAM2 fluorescence polarization; inhibition, % at 20 µM; P11940; in the data active means inhibition above about 35%, passing the limit was not always enough;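 further: plate controls were DMSO wells with GST-MLLE for no effect and wells lacking GST-MLLE protein for full effect; some results filed as inactive read as strong as hits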
CSN inh – blocks human CSN-mediated cullin deneddylation. Q92905. AID 651999. Purified CSN, SCF-Nedd8-OG deneddylation, fluorescence polarization. 360,000 compounds, 0.38% hits. inhibition, % at 12.5 µM;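 active means pattern-corrected inhibition above about 35%, with an unprinted fluorescence ratio check between 0.5 and 1.5, limit read from the data, passing the limit was not always enough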;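 further: 0% = enzyme with substrate and 100% = substrate without enzyme; some results filed as inactive read as strong as hits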
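Assay system: purified human Csn5 enzyme expressed in HEK293T cells; Input: 0.24 nM Csn5 enzyme, final concentration; Reagent: 10 nM SCFSkp2-Nedd8OG; Compound dosing: 12.5 µM single point; Times: reaction 90 min, room temperature; Technique: fluorescence polarization readout.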
Rpn11 inh – inhibitors of human proteasome Rpn11. human 26S proteasome, Ub4-pepOG fluorescence polarization; 20S core pre-blocked with epoxomicin. 360,000 compounds, 0.59% hits. O00487. calls only at 20 µM;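 active means inhibition at 20 µM, scaled to each plate's controls, above about 33%, limit read from the data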
Target sequence (O00487 whole entry, looked up): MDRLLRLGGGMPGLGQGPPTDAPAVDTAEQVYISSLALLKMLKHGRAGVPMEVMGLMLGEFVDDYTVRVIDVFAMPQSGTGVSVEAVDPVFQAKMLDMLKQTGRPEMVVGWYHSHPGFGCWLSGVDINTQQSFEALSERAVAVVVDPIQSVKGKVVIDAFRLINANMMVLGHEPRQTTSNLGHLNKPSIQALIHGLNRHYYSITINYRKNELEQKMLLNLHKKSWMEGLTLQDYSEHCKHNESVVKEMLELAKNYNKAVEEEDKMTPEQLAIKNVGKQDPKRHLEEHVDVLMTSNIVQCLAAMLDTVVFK
NadD block – NadD (S. aureus) enzyme inhibition; purified NadD enzyme, colorimetric absorbance read-out; inhibition, % at 20 µM; 360,000 compounds, 0.78% hits; in the data active means inhibition above about 26%; further: some compounds past the cut are filed as inactive
MT1-MMP act inh – blocks activation of human MT1-MMP; P50281; HT1080 RFP-PRO-GFP cells, GFP/RFP ratio fluorescence, overnight; percent of plate control window, DMSO zero; GFP/RFP ratio change, % at 20 µM; 360,000 compounds, 0.061% hits;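 active means GFP/RFP ratio change of at least 30% with cell ATP level not reduced by more than half and red fluorescence within 50% of control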; further: strong numbers were not always called active
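Assay system: RFP-PRO-GFP reporter HT1080 cells; read-out basis: GFP/RFP fluorescence ratio; benchmarks: DMSO wells and RFP-L50D-GFP cells; doses: 20 µM single dose, 1% DMSO; schedule: overnight cell settling, then overnight compound exposure, 37 °C, 5% CO2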
FAS-TE inh – blocks the thioesterase domain of human fatty acid synthase; recombinant FAS-TE, OMFH fluorogenic substrate, fluorescence endpoint; inhibition, % at 15 µM; 360,000 compounds, 0.67% hits; AID 602261;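 active means compounds whose normalised, plate-corrected inhibition of enzyme fluorescence in the single-dose primary screen is 50% or more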;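 further: 0% = DMSO with enzyme and 100% = substrate without enzyme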
Neddylation inh – inhibitors of human cullin neddylation. TR-FRET cullin neddylation, biochemical. P61081+Q13564. 360,000 compounds, 0.58% hits. calls only at 25 µM. AID 651699; in the data active means inhibition above about 36%
Target sequence (P61081 whole entry, looked up): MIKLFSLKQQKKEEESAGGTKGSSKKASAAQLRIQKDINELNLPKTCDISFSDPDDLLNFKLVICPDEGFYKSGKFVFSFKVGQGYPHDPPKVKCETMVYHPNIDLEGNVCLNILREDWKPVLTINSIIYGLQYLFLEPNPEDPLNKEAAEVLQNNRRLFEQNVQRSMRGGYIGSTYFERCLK
Target sequence (Q13564 whole entry, looked up): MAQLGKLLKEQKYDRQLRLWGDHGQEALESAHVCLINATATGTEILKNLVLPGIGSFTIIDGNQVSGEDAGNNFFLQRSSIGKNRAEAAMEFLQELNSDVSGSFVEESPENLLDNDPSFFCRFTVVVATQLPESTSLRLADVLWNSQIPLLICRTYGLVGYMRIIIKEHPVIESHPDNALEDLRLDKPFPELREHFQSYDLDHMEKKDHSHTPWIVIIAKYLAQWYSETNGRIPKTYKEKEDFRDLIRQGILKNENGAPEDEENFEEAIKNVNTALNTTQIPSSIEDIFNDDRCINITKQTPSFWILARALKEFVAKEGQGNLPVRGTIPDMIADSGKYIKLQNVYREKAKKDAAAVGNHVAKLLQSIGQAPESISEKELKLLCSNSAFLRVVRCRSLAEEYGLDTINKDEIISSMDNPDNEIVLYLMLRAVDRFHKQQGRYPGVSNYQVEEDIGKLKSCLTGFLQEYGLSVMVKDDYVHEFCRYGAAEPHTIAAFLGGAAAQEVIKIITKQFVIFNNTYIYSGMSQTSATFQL
* = called active by the depositor; i = inactive; x = not tested or not shown; + = active, no number.

The opening 9 entries, to show the layout:
entry	compound	Rin1-Abl PPI inh	SKN-1 inh	PABP1 MLLE inh	CSN inh	Rpn11 inh
1	S=C(NCCCN1CCOCC1)N1CCN(c2nc(-c3ccccc3)cs2)CC1	-3	6	-124	-4	i
2	CCOc1cccc(/C(O)=C2/C(=O)C(=O)N(CCOC)C2c2ccco2)c1 (configuration not stated)	-1	-3	3	5	i
3	CN(c1ccccc1)S(=O)(=O)c1cccc(NC(=O)C2=NNC(=O)CC2)c1	1	-8	-16	-2	i
4	COC(=O)c1cccc(-c2ccc(C(c3c(C)[nH][nH]c3=O)c3c(C)[nH][nH]c3=O)o2)c1	6	14	11	7	i
5	Cc1cc(C)c(S(=O)(=O)N2C[C@H]3CON(C)[C@H]3C[C@H]2c2ccc(N3CCCCC3)cc2)c(C)c1	5	13	-76	14	+
6	O=C(CCNS(=O)(=O)c1cccc2nsnc12)NCc1ccccc1Cl	-1	4	2	0	i
7	Cc1ccc(Nc2nc(-c3ccc(O)cc3O)cs2)nc1	4	26	-3	-15	i
8	Nc1nc(Nc2ccc(Cl)cc2)nc2ccccc12	-6	9	-3	6	i
9	CN(C)c1nc(Cl)nc2c1nc(Cl)n2C1CCCCO1 (configuration not stated)	2	8	-8	-2	i

entry	NadD block	MT1-MMP act inh	FAS-TE inh	Neddylation inh
1	-7	3	12	i
2	5	2	-2	i
3	0	2	-8	i
4	18	-1	34	i
5	1	-7	-7	i
6	-6	-3	-5	i
7	3	1	17	i
8	-4	37	7	x
9	2	1	3	i

This part in full, from the first entry:
entry	compound	Rin1-Abl PPI inh	SKN-1 inh	PABP1 MLLE inh	CSN inh	Rpn11 inh
1	S=C(NCCCN1CCOCC1)N1CCN(c2nc(-c3ccccc3)cs2)CC1	-3	6	-124	-4	i
2	CCOc1cccc(/C(O)=C2/C(=O)C(=O)N(CCOC)C2c2ccco2)c1 (configuration not stated)	-1	-3	3	5	i
3	CN(c1ccccc1)S(=O)(=O)c1cccc(NC(=O)C2=NNC(=O)CC2)c1	1	-8	-16	-2	i
4	COC(=O)c1cccc(-c2ccc(C(c3c(C)[nH][nH]c3=O)c3c(C)[nH][nH]c3=O)o2)c1	6	14	11	7	i
5	Cc1cc(C)c(S(=O)(=O)N2C[C@H]3CON(C)[C@H]3C[C@H]2c2ccc(N3CCCCC3)cc2)c(C)c1	5	13	-76	14	+
6	O=C(CCNS(=O)(=O)c1cccc2nsnc12)NCc1ccccc1Cl	-1	4	2	0	i
7	Cc1ccc(Nc2nc(-c3ccc(O)cc3O)cs2)nc1	4	26	-3	-15	i
8	Nc1nc(Nc2ccc(Cl)cc2)nc2ccccc12	-6	9	-3	6	i
9	CN(C)c1nc(Cl)nc2c1nc(Cl)n2C1CCCCO1 (configuration not stated)	2	8	-8	-2	i
10	Cc1nnc(SCC(=O)NNC(=O)c2ccc(Cl)cc2)n1CC1CCCO1 (configuration not stated)	-2	1	-8	-3	i
11	O=[N+]([O-])c1ccc(C(O)CN2CCOCC2)cc1 (configuration not stated)	5	-2	9	2	i
12	CC12C(=O)N(c3cccc(OC(=O)c4ccco4)c3)C(=O)C1C1c3ccccc3C2c2ccccc21 (configuration not stated)	1	13	7	4	i
13	CCSc1nc(N2CCOCC2)c2c(c1C#N)CCCC2	-1	33	9	-2	i
14	COCCNc1ncnc2c1ncn2[C@H]1CN(Cc2ccc3c(c2)OCO3)C[C@@H](CO)O1	4	-7	-1	3	i
15	O=C(Cc1ccc([N+](=O)[O-])cc1)NCCc1ccc2c(c1)OCO2	0	13	-3	0	i

entry	NadD block	MT1-MMP act inh	FAS-TE inh	Neddylation inh
1	-7	3	12	i
2	5	2	-2	i
3	0	2	-8	i
4	18	-1	34	i
5	1	-7	-7	i
6	-6	-3	-5	i
7	3	1	17	i
8	-4	37	7	x
9	2	1	3	i
10	3	-2	-3	i
11	3	-2	-2	i
12	14	-1	44	i
13	2	-11	33	i
14	1	0	-5	i
15	-6	4	19	i

More entries follow:
entry	compound	Rin1-Abl PPI inh	SKN-1 inh	PABP1 MLLE inh	CSN inh	Rpn11 inh
16	Cc1cc(O)cc(O)c1C(=O)Cc1ccccc1	0	-1	3	-4	i
17	COc1ccc(N=c2scc(C)n2CCCN2CCCC2=O)cc1	3	9	-5	-4	i
18	Cc1ccc(-c2nc3c(Cl)cc(C(F)(F)F)cn3c2Cc2ccccc2C(F)(F)F)cc1	x	24	x	-1	x
19	COC(=O)c1ccccc1NC(=O)c1noc2c1CCCC2	1	5	5	3	i
20	CCOC(=O)c1nn(-c2ccccc2F)c2nc(Nc3ccccc3)cc(=O)n12	1	-6	4	1	x
21	O=C(O)CSc1cc(C(F)(F)F)nc(-c2ccccn2)n1	5	-6	1	0	i
22	c1ccc(-c2nc3cccnc3nc2-c2ccccc2)cc1	-7	2	2	-7	i
23	CN(CCc1ccccc1)C(=O)c1ccc(NC(=O)Cc2ccc(NC(=O)C3CCCN(C(=O)c4ccccc4)C3)cc2)cc1 (configuration not stated)	-3	-7	-22	-3	i
24	CCOC(=O)c1sc2nc(N3CCOCC3)c3c(c2c1N)CCN(Cc1ccccc1)C3	-7	-9	1	7	i
25	Cc1ccc2c(c1)nnn2C1CCN(CC(=O)Nc2ccc3c(c2)OCCO3)CC1	0	-1	8	3	i
26	CC1CN(S(=O)(=O)c2cccc(C(=O)NCc3ccc4c(c3)OCO4)c2)CC(C)O1 (configuration not stated)	-2	-19	-5	1	i
27	Cc1nn(C)c(C)c1CN(C)S(=O)(=O)c1ccc2ccccc2c1	1	1	-4	5	i
28	O=C(NC1CCC(O)CC1)c1cccc2cccnc12 (configuration not stated)	0	4	-9	-6	i
29	COc1ccc(C(=O)OCC(=O)Nc2ccc3[nH]c(=O)[nH]c3c2)c(OC)c1OC	0	-3	-77	5	i
30	CCN(CC(=O)Nc1ccccc1OC)C(=O)CN1C(=O)NC(C)(c2ccc(C)cc2)C1=O (configuration not stated)	0	-9	19	-4	i

entry	NadD block	MT1-MMP act inh	FAS-TE inh	Neddylation inh
16	-1	2	-4	i
17	-9	-2	-2	i
18	10	0	-2	i
19	-7	0	19	i
20	-8	2	-8	i
21	-3	1	-5	i
22	-8	0	-2	i
23	6	-1	-1	i
24	5	-4	8	x
25	3	-3	4	i
26	4	4	-1	i
27	-6	5	9	i
28	0	0	-4	i
29	3	7	-6	i
30	-2	4	-4	i

The list goes on.
entry	compound	Rin1-Abl PPI inh	SKN-1 inh	PABP1 MLLE inh	CSN inh	Rpn11 inh
31	CCOC(=O)COc1ccc(/C=C2/SC(=Nc3ccccc3)N(Cc3cccnc3)C2=O)cc1OC	1	14	2	-3	i
32	COc1ccc(C(=O)O/N=C2\CCS(=O)(=O)c3sccc32)cc1	-2	2	16	0	i
33	CCc1ccc2c(c1)C(=O)CCC2	0	5	0	6	i
34	O=C(Nc1ccccc1Cl)N1C2CCC1CC(O)(c1cccnc1)C2 (configuration not stated)	2	3	-13	-1	i
35	CC1(C)CC(=O)c2sc(NS(C)(=O)=O)nc2C1	2	9	-3	3	i
36	Nc1cc2c(cc1[N+](=O)[O-])-c1ccccc1C2=NO	-2	-2	-43	6	i
37	CC(=O)c1ccccc1NC(=O)c1ccc2c(c1)NC(=O)C(C)S2 (configuration not stated)	-2	12	-21	2	i
38	CN1CCN(C(=O)C[C@@H]2C=C[C@H](NS(=O)(=O)c3cccc(F)c3)[C@@H](CO)O2)CC1	x	-4	x	1	x
39	CC(Oc1ccc2c3c(c(=O)oc2c1)CCC3)C(=O)N[C@@H](Cc1ccccc1)C(=O)O (some centres not stated)	-1	10	4	-2	i
40	CCCOc1ccc(C(F)(F)F)cc1NC(=O)c1cc(C)on1	2	-30	2	4	i
41	COc1ccc(CCN2C(=O)c3ccccc3C2c2nnnn2-c2ccc3c(c2)OCCO3)cc1OC (configuration not stated)	x	-13	x	-1	x
42	COc1ccc(CCNC(=O)C2CCCN(S(=O)(=O)c3ccc(OC)cc3)C2)cc1 (configuration not stated)	0	22	-2	-1	i
43	COc1ccc(/C(N)=N/OC(=O)Cc2cccs2)cc1	1	19	-3	-1	i
44	Cc1ccc(-c2nc(S(=O)(=O)c3ccc(C)cc3)c(N3CCOCC3)o2)cc1	2	2	25	-5	i
45	C[C@@H](CN1C2=NC[C@H](Cc3ccccc3)N2C[C@H]1Cc1ccc(O)cc1)NC(=O)CCC1CCCCC1	-1	-5	3	3	i

entry	NadD block	MT1-MMP act inh	FAS-TE inh	Neddylation inh
31	15	7	18	i
32	-2	1	-4	i
33	1	3	3	i
34	-3	-1	-4	i
35	-4	4	-10	i
36	5	-16	-59	i
37	-3	3	4	i
38	x	1	x	i
39	0	-6	-2	i
40	1	1	3	i
41	0	0	-10	i
42	-15	-4	3	i
43	0	12	2	i
44	-1	-3	2	i
45	-5	1	-18	i

Next compounds
entry	compound	Rin1-Abl PPI inh	SKN-1 inh	PABP1 MLLE inh	CSN inh	Rpn11 inh
46	COC(=O)c1ccccc1NC(=O)CCC(=O)N1CCSc2ccccc21	0	-13	-3	-1	i
47	CNC(=O)C1CC(=O)N(c2ccc(OCC(=O)Nc3ccc(F)cc3)cc2)C1 (configuration not stated)	1	20	17	4	i
48	Cc1ccc(O)c(NC(=S)NC(=O)c2ccccc2Cl)c1	1	7	25	-5	i
49	Cc1cc(Oc2ccc(OCC(N)=O)nn2)nc(Cl)n1	0	3	3	2	i
50	O=C(O)c1ccc(Sc2nnc(-c3cccc(Br)c3)o2)c([N+](=O)[O-])c1	-4	13	-24	9	i
51	Cc1ccccc1CC(=O)N1CCN(C(=O)C2CCCO2)CC1 (configuration not stated)	-1	9	3	-4	i
52	CCc1c(C(=O)N2CCCN(C)CC2)csc1C	1	0	-7	5	i
53	CC(C)n1c(CCC(=O)O)ccc1-c1ccccc1	0	-5	4	4	i
54	CC(=O)c1cccc(OCC(=O)N(CCC2=CCCCC2)c2c(N)n(Cc3ccccc3)c(=O)[nH]c2=O)c1	2	11	0	4	i
55	O=C(NNc1nc2ccccc2s1)C1CC1	2	0	-8	6	i
56	COCCNC(=O)c1cccc2c1C(=O)c1ccc(N3CCOCC3)cc1S2(=O)=O	-6	22	-36	8	i
57	CC(C)N=C1SCC(C)(/C=N/O)S1 (configuration not stated)	0	3	25	1	i
58	COc1ccc(Cl)cc1NC(=O)CN(C)C(=O)CCNC(=O)c1ccccc1OC	2	4	8	-2	i
59	O=Cc1cn[nH]c1-c1cccc([N+](=O)[O-])c1	6	-3	-5	0	i
60	Cc1ccc(-n2nc3c(=O)n(C(C)C(=O)NCc4ccco4)nc(C)c3c2C)cc1 (configuration not stated)	-1	-9	-7	0	i
61	Cc1nc2nc(-c3ccccc3)cn2nc1C	4	-9	-9	-1	i

entry	NadD block	MT1-MMP act inh	FAS-TE inh	Neddylation inh
46	-4	2	7	i
47	5	-2	-3	i
48	1	0	4	i
49	4	1	-6	i
50	-8	-2	-15	i
51	3	-3	-5	i
52	-4	-3	-6	i
53	4	-2	-2	i
54	-1	-3	2	i
55	1	0	-12	i
56	-2	-6	-12	i
57	0	1	-10	i
58	-4	-1	-5	i
59	0	4	-6	i
60	-4	2	-6	i
61	0	1	-4	x
